CIT2-GFP yeast: modulators of CIT2-GFP expression in yeast, primary screen, S. cerevisiae, GFP fusion, multiplex flow cytometry, MLPCN library | S. cerevisiae CIT2-GFP strain, 3 h; 100 means same as DMSO wells | GFP response vs DMSO, % at 10 µM | hit rate 0.065% among 320,000 | AID 2029, 2009;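 active means GFP response relative to DMSO above a set limit, near the screen mean plus 3 SD, cut at about 150% in these data; inconclusive means Fewer than 70 cells measured for a yeast strain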;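 further: ratio of well median GFP fluorescence to mean of DMSO wells on the plate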
GLD-1 TGE inh: GLD-1/TGE RNA complex disruptors, primary screen, biochemical, fluorescence polarization; Female germline-specific tumor suppressor gld-1 (Caenorhabditis elegans), Q17339; purified GLD-1 + fluorescein TGE RNA; inhibition, % at 5.96 µM; hit rate 0.44% among 320,000;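 active means percent inhibition above a per-plate cutoff, the plate mean of test compounds plus 3 SD, cut at about 30% in these data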;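 further: 0% = DMSO wells with GLD-1 and probe and 100% = wells lacking GLD-1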
Target sequence (Q17339 whole entry, looked up): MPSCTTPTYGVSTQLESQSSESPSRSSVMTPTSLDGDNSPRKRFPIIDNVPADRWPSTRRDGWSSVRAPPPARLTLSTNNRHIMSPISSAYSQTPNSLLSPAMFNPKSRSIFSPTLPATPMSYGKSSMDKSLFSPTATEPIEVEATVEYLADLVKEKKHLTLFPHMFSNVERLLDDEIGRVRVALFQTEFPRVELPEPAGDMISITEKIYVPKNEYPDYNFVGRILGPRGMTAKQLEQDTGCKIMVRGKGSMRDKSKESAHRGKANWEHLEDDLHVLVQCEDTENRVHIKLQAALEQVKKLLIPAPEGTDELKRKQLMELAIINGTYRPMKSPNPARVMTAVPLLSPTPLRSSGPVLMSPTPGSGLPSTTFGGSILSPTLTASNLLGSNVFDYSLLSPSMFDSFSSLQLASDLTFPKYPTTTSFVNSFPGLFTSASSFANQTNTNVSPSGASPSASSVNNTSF
MEX-5 binding: MEX-5 zinc finger RNA-binding disruptors – biochemical, C. elegans, fluorescence polarization, MLPCN library, primary screen; hit rate 0.38% among 300,000; MEX-5/FITC-TCR2 RNA binding; hits give low values; AID 1832, 2009; activity score (negative = inhibition of binding), % at 10 µM;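 active means inhibition past about -25% in most replicates, and total fluorescence under double the plate's negative control median, limit read from the data; inconclusive means replicates evenly split on the limit, or fluorescence at least double controls; inactive means too little inhibition in most replicates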;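 further: 0% = DMSO and -100% = 5 µM competing unlabeled TCR2 RNA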
BCLXL inh: inhibitors of human Bcl-xL, primary screen, biochemical, fluorescence polarization, HTS; hit rate 0.7% among 320,000; GST-Bcl-xL / FITC-Bim BH3 peptide fluorescence polarization; Bcl-2-like protein 1 (Homo sapiens), Q07817; inhibition, % at 10.9 µM;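 active means inhibition above the mean of all tested compounds plus 3 SD, cutoff set per campaign, cut at about 30% in these data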;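 further: 0% = DMSO wells and 100% = unlabeled Bim-BH3 peptide competitor; inhibitors lower millipolarization by displacing the labeled peptide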
Target sequence (Q07817 whole entry, looked up): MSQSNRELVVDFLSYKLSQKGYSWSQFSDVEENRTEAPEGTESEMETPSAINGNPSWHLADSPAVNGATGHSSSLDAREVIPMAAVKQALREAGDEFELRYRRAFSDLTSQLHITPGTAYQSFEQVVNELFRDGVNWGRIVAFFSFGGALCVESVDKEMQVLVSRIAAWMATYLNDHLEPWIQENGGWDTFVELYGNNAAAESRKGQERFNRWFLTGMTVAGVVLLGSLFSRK
Yeast superoxide: reduction of superoxide in aged yeast, primary screen, HTS; hit rate 0.18% among 330,000; superoxide response (% of plate mean), % at 10 µM; AID 2690, 2010; S. cerevisiae aged cells, superoxide DHE fluorescence; hits give low values;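 active means superoxide response under a set limit, about three screen SD below normal, cut at about 65% in these data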;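 further: yeast aged for seven days with compound at 30 °C before DHE staining; 100% = average MFI of all compound-treated wells on the plate with controls excluded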
VLA-4 inh: inhibition in human VLA-4 binding assay, primary screen, VLA-4 allosteric modulator project, MLPCN library, flow cytometry, VLA-4 expressing cells; hit rate 0.2% among 330,000; AID 2557, 2010; Integrin alpha-4 (Homo sapiens), P13612; ligand binding flow cytometry; inhibition, % (about 7 µM as worked out from the volumes in the protocol); in the data active means inhibition above about 50%
MCL1 BIM primary: inhibitors of MCL1 binding to BIM-BH3, primary screen, biochemical, fluorescence polarization; AID 2057, 2009; inhibition, % at 10.9 µM; GST-MCL1 / FITC-Bim-BH3 fluorescence polarization; Induced myeloid leukemia cell differentiation protein Mcl-1 (Homo sapiens), Q07820; hit rate 0.68% among 320,000;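 active means inhibition above the mean inhibition of all tested compounds plus 3 SD, set per campaign, cut at about 40% in these data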;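 further: 0% = DMSO wells and 100% = unlabeled Bim-BH3 peptide control; higher means more loss of mP so more displacement of Bim peptide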
Target sequence (Q07820 whole entry, looked up): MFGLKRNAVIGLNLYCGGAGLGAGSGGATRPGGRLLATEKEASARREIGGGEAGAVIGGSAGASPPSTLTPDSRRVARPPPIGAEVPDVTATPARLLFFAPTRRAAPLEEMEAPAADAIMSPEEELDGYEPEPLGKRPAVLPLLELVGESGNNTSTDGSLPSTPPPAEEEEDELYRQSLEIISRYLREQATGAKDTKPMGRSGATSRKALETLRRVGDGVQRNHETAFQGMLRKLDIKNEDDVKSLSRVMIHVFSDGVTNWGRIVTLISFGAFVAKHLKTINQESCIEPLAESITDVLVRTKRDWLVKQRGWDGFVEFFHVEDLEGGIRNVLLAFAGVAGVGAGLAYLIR
AGP1-GFP MLPCN: modulators of AGP1-GFP expression in yeast TOR pathway, primary screen, cell-based, multiplex flow cytometry, S. cerevisiae, MLPCN library. 3 h; GFP as percent of DMSO wells. GFP response vs DMSO, % at 10 µM. hit rate 0.02% among 320,000;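 active means GFP response relative to DMSO above a set limit, near screen average plus 3 SD, cut at about 150% in these data; inconclusive means fewer than 70 cells counted for the yeast strain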;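 further: median GFP channel fluorescence of the gated AGP1 strain per well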
GRK2 aptamer HTS: compounds blocking aptamer binding on GRK2 – biochemical, human GRK2, bead flow cytometry, HTS, primary screen. Beta-adrenergic receptor kinase 1 (Homo sapiens), P25098. FAM-aptamer displacement from GRK2. inhibition of aptamer binding, % at 10 µM. hit rate 0.59% among 330,000. AID 488847, 2010;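 active means inhibition of aptamer binding above 40%, roughly 3 SD of noise, on plates passing a quality check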;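 further: median bead fluorescence of bound FAM aptamer so fluorescent compounds give negative values; no value below 0 was filed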
* = called active by the depositor; ? = inconclusive; nt = not tested or not shown; & = joins results of further samples.

Sample of the layout, 7 compounds:
SMILES	CIT2-GFP yeast	GLD-1 TGE inh	MEX-5 binding	BCLXL inh	Yeast superoxide	VLA-4 inh	MCL1 BIM primary	AGP1-GFP MLPCN	GRK2 aptamer HTS
COc1ccc(OC)c(NC(=O)CCNS(=O)(=O)c2cc(Br)cnc2N)c1	102	7	-2.8	1	101	30	-5	102	1
Cc1cc(C(=O)OCC(=O)Nc2ccccc2Br)c(C)o1	97	6	nt	nt	124	-17	nt	90	2
CCOC(=O)C1CCN(c2cc3c(cc2NC(=O)c2ccccc2Br)n(C)c(=O)n3C)CC1	98	4	-2.1	6	108	6	3	95	0
CCC1CCCCN1S(=O)(=O)c1ccc(C(=O)N(CCCN(C)C)c2nc3cc4c(cc3s2)OCO4)cc1 (centres undefined)	97	9	-1.0	4	90	29	4	101	0
Cc1ccc(OCCSc2nc(N)cc(N)n2)cc1	nt	2	0.8	4	93	1	1	87	0
Cc1nn(C(C)C(=O)NCCCN2CCCCCC2)c(=O)c2c1sc1ccccc12 (centres undefined)	108	5	-2.0	5	101	2	10	107	0
COCCNC(=O)c1onc(CSc2ccncc2)c1C(=O)NCCOC	88	-7	0.2	7	99	-1	9	101	1

Main list, from the first entry:
SMILES	CIT2-GFP yeast	GLD-1 TGE inh	MEX-5 binding	BCLXL inh	Yeast superoxide	VLA-4 inh	MCL1 BIM primary	AGP1-GFP MLPCN	GRK2 aptamer HTS
COc1ccc(OC)c(NC(=O)CCNS(=O)(=O)c2cc(Br)cnc2N)c1	102	7	-2.8	1	101	30	-5	102	1
Cc1cc(C(=O)OCC(=O)Nc2ccccc2Br)c(C)o1	97	6	nt	nt	124	-17	nt	90	2
CCOC(=O)C1CCN(c2cc3c(cc2NC(=O)c2ccccc2Br)n(C)c(=O)n3C)CC1	98	4	-2.1	6	108	6	3	95	0
CCC1CCCCN1S(=O)(=O)c1ccc(C(=O)N(CCCN(C)C)c2nc3cc4c(cc3s2)OCO4)cc1 (centres undefined)	97	9	-1.0	4	90	29	4	101	0
Cc1ccc(OCCSc2nc(N)cc(N)n2)cc1	nt	2	0.8	4	93	1	1	87	0
Cc1nn(C(C)C(=O)NCCCN2CCCCCC2)c(=O)c2c1sc1ccccc12 (centres undefined)	108	5	-2.0	5	101	2	10	107	0
COCCNC(=O)c1onc(CSc2ccncc2)c1C(=O)NCCOC	88	-7	0.2	7	99	-1	9	101	1
c1ccc(-c2cn(C[C@H]3CC[C@H](Cn4cc(-c5ccccn5)nn4)O3)nn2)nc1	71	5	-1.1	2	95	9	8	76	0
COc1ccc(C)cc1NC(=O)C(=O)NNC(=O)c1ccco1	98	-3	0.3	0	117	4	3	97	0
CN(c1ccccc1)S(=O)(=O)c1cccc(C(=O)NCc2ccccc2)c1	96	8	nt	-2	73	6	-5	99	1
COc1cc(OC)cc(C(=O)NNC(=O)CCc2nc3ccccc3c(=O)[nH]2)c1	97	1	nt	-8	78	12	-16	94	1
COc1ccc(C(=O)N2CCN=C2c2ccccc2)cc1OC	95	-4	1.4	6	100	17	1	107	2
Cc1ccc(NC(=O)C2C3C=CC4(O3)C2C(=O)N(CCN2CCOCC2)C4C(=O)NC2CCCCC2)cc1C (centres undefined)	99	3	0.8	2	96	-4	2	106	4
Cc1ccc(NS(=O)(=O)c2cccc(C(=O)N3CCCCCC3)c2)cc1	97	0	-1.2	1	106	8	-1	112	0
Cc1ccccc1C(=O)NC(C(=O)Nc1nc2c(s1)CCCC2)C(C)C (centres undefined)	110	5	1.0	5	86	-5	0	103	0
O=C(N1CCN(c2ccccn2)CC1)C(Cl)(Cl)Cl	94	2	5.1	-4	77	17	2	93	1
C=CCSc1nc2ccccc2n1Cc1nnc(-c2cccs2)o1	100	-3	-1.6	5	96	-5	-4	99	4
Nc1c(Cl)ncnc1N/N=C/c1ccncc1	nt	4	-3.2	6	90	6	8	nt	0
COc1cccc(C2=NOC(C(=O)Nc3ccc4c(c3)OCO4)C2)c1OC (centres undefined)	106	0	2.1	6	87	7	8	108	1
CCCC(=O)Nc1ccc(NC(=O)c2cccc(OC)c2)nc1	96	3	-0.5	3	109	10	3	95	3
CN1C(=O)c2ccccc2C(C(=O)NCc2ccco2)C1c1c[nH]c2ccccc12 (centres undefined)	104	2	0.4	-1	94	25	-9	110	0
COC(=O)c1ccc(N2CCCCC2)c(N)c1	98	4	0.3	2	99	4	1	92	0
CC1CCCN(C(=O)CCNC(=O)Cn2cnc3ccccc3c2=O)C1 (centres undefined)	103	-4	-1.8	9	95	19	6	104	1
CN(C(=S)Nc1ccc(F)cc1)C1(c2ccccc2Cl)CCCCC1=O (centres undefined)	85	7	-2.1	2	101	-7	4	nt	0
CC1CC(C)CN(C(=O)c2cccc3c2-c2ccccc2C3=O)C1 (centres undefined)	101	-4	-1.8	1	99	7	-1	101	1
Cc1cc(NC(=O)CSCc2nc(-c3cccc(Cl)c3)oc2C)no1	90	3	1.8	4	96	34	5	101	0
C=CCn1c(=NC(=O)c2cccc(N3C(=O)CCC3=O)c2)sc2cccc(OC)c21	100	2	1.0	3	107	-2	0	98	1
O=C(Nc1cccc2ccccc12)N1CCc2ccccc2C1	90	-1	-1.3	4	99	0	7	97	7
CCn1c(SC(C)C(=O)NCC2CCCO2)nc2scc(-c3ccccc3)c2c1=O (centres undefined)	94	7	0.1	3	101	-2	-5	108	1
O=C(NC(=S)Nc1ccc(S(=O)(=O)N2CCCC2)cc1)C1CC1	97	2	1.5	0	87	21	4	95	1
Cc1ccc(C(C(=O)NCc2ccccc2)N(C(=O)c2csnn2)C2CC2)cc1 (centres undefined)	108	3	0.0	5	95	4	4	102	1
CN(C)C(CNC(=O)c1cccnc1Sc1ccccc1)c1ccco1 (centres undefined)	84	2	-0.1	6	106	5	6	100	1
CCN(CC)S(=O)(=O)c1ccc(C)c(NC(=S)N2CCN(C/C=C/c3ccccc3)CC2)c1	94	-2	-0.8	0	114	-8	-1	100	4
CCC(C)NC(=O)Cn1c(=O)n(CCCCC(=O)NCc2ccco2)c(=O)c2ccccc21 (centres undefined)	97	-5	-0.5	-1	99	24	2	107	1
Cc1cc(=O)[nH]c(N/N=C/c2cccc([N+](=O)[O-])c2)n1	99	-7	-1.3	-8	121	18	-10	95	1
CCOc1ccc(C2(C)NC(=O)N(CCN(C)C)C2=O)cc1 (centres undefined)	97	2	1.3	0	103	10	-2	90	nt
CCN(CC)c1ccc(/C=C2/C(=O)ON=C2C)cc1	98	-179	34	-91	96	-10	-215	102	0
COc1ccc(Cl)cc1NC(=O)c1cc(-c2ccco2)on1	97	2	-2.7	-2	97	4	-9	99	6
COc1ccc(CCN2CC(C(=O)NC3CCCCC3)CC2=O)cc1OC (centres undefined)	105	-2	2.2	6	86	5	4	103	12
COc1cc2c(C#N)c(N3CCCC3)nc(N)c2c(N)n1	103&86	-5&6	-1.0&0.0	5&6	96&102	-6&-22	-3&7	100&95	4&0
CCc1nn(C(CC)C(=O)NCCc2ccc(OC)cc2OC)c(=O)c2cc3occc3n12 (centres undefined)	100	-6	2.0	-3	104	17	-11	97	3
Cc1cc(C)n2nc(SCc3cc(=O)oc4ccc5ccccc5c34)nc2n1	97	13	3.6	20	101	12	17	99	3
Cc1onc(-c2c(F)cccc2Cl)c1C(=O)N1C=CC(C(F)(F)F)=NCC1	101	2	1.2	7	94	14	8	98	0
CCONC(=NC)c1nonc1N	104	-6	-1.2	5	103	-3	-5	101	4
C/C(CCC1CC(C)(C)OC1=O)=N\NC(N)=S (centres undefined)	106	2	0.5	1	91	18	4	122	3
CCOC(=O)C1CCCN(CCC(=O)Nc2ccc(Br)cc2)C1 (centres undefined)	93	12	-0.8	1	102	11	0	87	0
Cc1ccccc1N=C1NC(=O)CC(c2ccccc2)S1 (centres undefined)	97	-3	3.1	6	100	4	3	95	0
Cc1cccc(-c2csc(NC(=O)c3cnccn3)c2C(=O)OC(C)C)c1	102	4	-1.5	3	98	9	-3	100	0
COc1ccc(CC(=O)Nc2ccc3c(c2)CCC3)cc1OC	109	15	1.6	5	85	25	0	105	0
O=C(CCCCCn1c(=O)[nH]c2ccsc2c1=O)NCc1ccc2c(c1)OCO2	107	2	-2.1	7	105	-16	-2	101	0

Compounds above containing fluorine, in the order listed:
SMILES	CIT2-GFP yeast	GLD-1 TGE inh	MEX-5 binding	BCLXL inh	Yeast superoxide	VLA-4 inh	MCL1 BIM primary	AGP1-GFP MLPCN	GRK2 aptamer HTS
CN(C(=S)Nc1ccc(F)cc1)C1(c2ccccc2Cl)CCCCC1=O (centres undefined)	85	7	-2.1	2	101	-7	4	nt	0
Cc1onc(-c2c(F)cccc2Cl)c1C(=O)N1C=CC(C(F)(F)F)=NCC1	101	2	1.2	7	94	14	8	98	0

(cont.)
SMILES	CIT2-GFP yeast	GLD-1 TGE inh	MEX-5 binding	BCLXL inh	Yeast superoxide	VLA-4 inh	MCL1 BIM primary	AGP1-GFP MLPCN	GRK2 aptamer HTS
CC(C)NCCOCCOc1ccccc1F	?	1	-0.2	1	116	-14	5	96	0
N#Cc1c(N)c(C#N)c(-c2ccc3c(c2)OCO3)c2c1CCCC2	108	5	0.1	1	127	1	2	99	0
CC1C(C#N)=C(SCC(N)=O)NC2=C1C(=O)CC(C)(C)C2 (centres undefined)	99	-9	0.3	4	101	2	13	98	0
CC(=O)Nc1ccc(NC(=O)c2cc(-c3cc(C)cc(C)c3O)n[nH]2)cc1	100	1	-1.6	3	114	-10	5	99	0
CC1(C)Oc2cc3oc(=O)ccc3cc2C[C@@H]1O	88	2	nt	nt	87	8	nt	96	5
CC(C)NC(=O)CC1OC(=O)c2ccccc21 (centres undefined)	107	-2	-2.5	2	90	11	6	107	1
Cn1cccc1C(=O)NCC(c1ccco1)N1CCCCC1 (centres undefined)	89	1	-1.0	4	101	0	2	89	0
CN1C(c2ccccc2)CC(=NO)CC1c1ccccc1 (centres undefined)	83	-3	1.6	4	104	-5	3	76	0
O=C(CN1C(=O)NC(c2ccccc2)(c2ccccc2)C1=O)N1CCCCC1	91	1	nt	nt	88	-3	nt	94	0
Cc1ccc2cc(C#N)c(N3CCCN(C(=S)NCCCN(C)C)CC3)nc2c1	98	-3	0.9	1	105	8	3	95	0

Taken from above, two compounds:
SMILES	CIT2-GFP yeast	GLD-1 TGE inh	MEX-5 binding	BCLXL inh	Yeast superoxide	VLA-4 inh	MCL1 BIM primary	AGP1-GFP MLPCN	GRK2 aptamer HTS
CC1C(C#N)=C(SCC(N)=O)NC2=C1C(=O)CC(C)(C)C2 (centres undefined)	99	-9	0.3	4	101	2	13	98	0
CC(=O)Nc1ccc(NC(=O)c2cc(-c3cc(C)cc(C)c3O)n[nH]2)cc1	100	1	-1.6	3	114	-10	5	99	0

Assay outcomes: PubChem BioAssay, several laboratories
